Assay outcomes as filed in PubChem BioAssay.
TDP1 inh: inhibitors of human tyrosyl-DNA phosphodiesterase TDP1 | recombinant TDP1, AlphaScreen DNA substrate cleavage | Potency, µM (titrated, usually from 130 µM), for the others: at the highest dose activity change, negative = inhibition, most hits filed as inhibitors | hit rate 0.28% among 350,000 | AID 485290; further: nearly all actives have a fitted effect of over 40% in size
Target sequence (Q9NUW8 whole entry, looked up): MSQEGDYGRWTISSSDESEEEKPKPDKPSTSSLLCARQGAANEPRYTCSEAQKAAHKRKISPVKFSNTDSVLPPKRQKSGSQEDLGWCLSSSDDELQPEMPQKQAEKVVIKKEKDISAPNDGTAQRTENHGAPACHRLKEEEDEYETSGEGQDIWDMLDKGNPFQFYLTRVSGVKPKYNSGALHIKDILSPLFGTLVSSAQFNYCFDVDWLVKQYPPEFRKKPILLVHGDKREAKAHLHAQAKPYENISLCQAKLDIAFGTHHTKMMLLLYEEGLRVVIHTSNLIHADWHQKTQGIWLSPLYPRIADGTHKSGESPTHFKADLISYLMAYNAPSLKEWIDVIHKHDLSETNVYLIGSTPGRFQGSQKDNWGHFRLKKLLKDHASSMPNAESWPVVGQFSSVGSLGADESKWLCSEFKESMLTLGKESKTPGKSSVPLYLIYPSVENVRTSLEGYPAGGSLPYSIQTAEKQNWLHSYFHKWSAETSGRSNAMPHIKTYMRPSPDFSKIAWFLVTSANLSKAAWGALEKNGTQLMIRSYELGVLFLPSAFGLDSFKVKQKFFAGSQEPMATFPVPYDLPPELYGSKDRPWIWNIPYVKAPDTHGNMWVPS
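AlphaScreen read-out: signal falls as enzyme removes the 3' tyrosine-FITC from a 5'-biotinylated DNA oligo (15 nM, 5 min, RT). Enzyme was E. coli-made recombinant Tdp1 at 1 nM, exposed to compound for 15 min beforehand; beads 10 ug/ml, 10 min.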
FEN1 inh: blocks human flap endonuclease 1; AID 588795; Recombinant FEN1 flap cleavage, fluorescence, 15 min; hit rate 0.35% among 390,000; P39748; Potency, µM (highest dose often 114 µM), for inactives: top-dose activity change, negative = inhibition, usual class: inhibitors; further: nearly all actives have a fitted effect of over 65% in size
Target sequence (P39748 whole entry, looked up): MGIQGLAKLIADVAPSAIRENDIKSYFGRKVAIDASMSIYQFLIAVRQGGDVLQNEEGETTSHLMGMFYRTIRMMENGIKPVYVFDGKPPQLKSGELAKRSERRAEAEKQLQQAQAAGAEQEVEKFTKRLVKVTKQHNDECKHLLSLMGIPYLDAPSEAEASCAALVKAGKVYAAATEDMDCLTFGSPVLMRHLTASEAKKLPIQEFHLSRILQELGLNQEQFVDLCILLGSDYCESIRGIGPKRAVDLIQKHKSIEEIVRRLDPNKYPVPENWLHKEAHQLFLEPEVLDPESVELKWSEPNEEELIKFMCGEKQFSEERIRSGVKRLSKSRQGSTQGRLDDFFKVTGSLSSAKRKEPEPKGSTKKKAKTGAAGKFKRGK
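Enzyme 10 nM, 15 min RT preincubation with compound; start with substrate 50 nM final; reads at 0 and 15 min; qHTS titration, four-parameter Hill fit.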
N370S GC: inhibits or activates N370S mutant glucocerebrosidase; P04062; N370S GC spleen homogenate, 4MU-glucoside fluorescence; Potency, µM (doses to about 59.4 µM), for the others: at the highest dose activity change, negative = inhibition, actives largely listed as inhibitors; hit rate 0.092% among 330,000; AID 2101;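 further: 0% = full enzyme activity and -100% = no enzyme basal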
* = called active by the depositor; u = inconclusive; x = not tested or not shown; & = joins results of further samples; [ ] = another dose, or the depositor's remark. The call rests on the fitted dose curve; in most records, active means well fitted curve in the direction sought with a large enough effect; inconclusive means small, poorly fitted or top-dose-only effect, or another doubt; inactive means no such curve, though single readings can be large; an effect the other way counts as inactive or inconclusive. Unless noted, on the % scale 0 is the no-effect control and ±100 the full control effect; potency means the concentration at half of the fitted maximal effect.

Preview (5 entries):
TDP1 inh | FEN1 inh | N370S GC | Structure
0% | x | -8% | COc1ccc(N2C(=O)CC(S/C(N)=N/N=C/c3ccnc4ccccc34)C2=O)cc1 (stereo not given)
0% | 10% | 6% | CCn1c(CSc2nc3ccccc3s2)nnc1SCC(=O)NCC(=O)OC
-3% | -1% | 1% | COc1ccc(NC(=O)CSc2nccc(C)n2)cc1
0% | 8% | -13% | CCCc1nn(C)c(C(=O)Nc2cccc(Cl)c2)c1Cl
2% | 17% | 4% | CCc1nn(CCCC(=O)Nc2ccc(C)cc2C)c(=O)c2cc3occc3n12

This part in full, repeating the preview:
TDP1 inh | FEN1 inh | N370S GC | Structure
0% | x | -8% | COc1ccc(N2C(=O)CC(S/C(N)=N/N=C/c3ccnc4ccccc34)C2=O)cc1 (stereo not given)
0% | 10% | 6% | CCn1c(CSc2nc3ccccc3s2)nnc1SCC(=O)NCC(=O)OC
-3% | -1% | 1% | COc1ccc(NC(=O)CSc2nccc(C)n2)cc1
0% | 8% | -13% | CCCc1nn(C)c(C(=O)Nc2cccc(Cl)c2)c1Cl
2% | 17% | 4% | CCc1nn(CCCC(=O)Nc2ccc(C)cc2C)c(=O)c2cc3occc3n12
-6% | -1% | 2% | Cc1nn(Cc2ccc([N+](=O)[O-])cc2)c(=O)n1-c1ccccc1
1% | -9% | x | CCOc1ccc(NC(=O)Cn2c(=O)n(CCCCC(=O)NCCc3ccc(Cl)cc3)c(=O)c3ccccc32)cc1
6% | -33% | x | CC(C)N(C(=O)[C@H]1CC(CC(=O)NCCC2=CCCCC2)C(=O)N2CCc3c([nH]c4ccccc34)[C@]12C)C(C)C (stereo not given in full)
1% | -1% | 7% | O=C(/C=C\c1ccco1)Nc1cc([N+](=O)[O-])ccc1F
-1% | 17% | x | Cc1cc(OCC(=O)Nc2nnc(C3CC3)s2)ccc1C(C)C
x | 1% | -6% | Cc1ccc(NC(=O)c2ccc(S(=O)(=O)NCc3ccco3)cc2)nc1
6% | 7% | -12% | Cc1ccc(-c2c[n+](CC(=O)OCc3ccccc3)c3n2CCC3)cc1
2% | 2% | 0%&5% | CC(C)CNC(=O)/C=C/C(=O)O
2% | 4% | 11%[2.35 µM] | COc1ccc(OCC(=O)NC2CC(C)(C)NC(C)(C)C2)cc1
1% | -2% | 3% | Cc1ccc(OCCNC(=O)C2CC(=O)N(c3ccc(C)cc3)C2)cc1 (stereo not given)
-3% | 33% | 0% | O=S(=O)(Nc1cc(F)ccc1F)c1cccc2nonc12
1% | -7% | x | Cc1cccc(OCCCC(=O)NNC(=O)c2ccc(F)cc2)c1
2% | -13% | x | O=C(NNC(=O)C1CCC1)c1ccccc1
4% | 0% | -5% | CCc1nnc(NC(=O)c2cccc(S(=O)(=O)N(C)c3ccc(OC)cc3)c2)s1
-1% | -13% | 9% | C=CCNC(=S)N(Cc1ccccc1)Cc1ccc(F)cc1
1% | -15% | -7% | Cc1ccccc1C(=O)N1CCC(C(=O)Nc2cc(C(F)(F)F)ccc2N2CCCC2)CC1
-2% | 2% | -13% | CCCCn1c(N)c(N(CCC(C)C)C(=O)COC(=O)c2ccccc2)c(=O)[nH]c1=O
-1% | -19% | -1% | CN(C)CCCN(Cc1cc2cc3c(cc2[nH]c1=O)OCO3)C(=S)Nc1ccccc1
7% | -5% | -5% | CCSc1nnc(N(CCC#N)CCC#N)s1
5% | -3% | -4% | CC(=O)N1CCN(C(=S)NC(=O)c2c(-c3ccccc3Cl)noc2C)CC1
x | 2% | 0% | COc1ccc(CN(C)CC(=O)Nc2ccccc2C(F)(F)F)c(OC)c1
5% | 2% | 3% | O=C(Nc1ccc(Cl)cc1)NC1CCS(=O)(=O)C1 (stereo not given)
1% | 1% | x | CCN(CC(=O)Nc1ccc(NC(C)=O)cc1)C(=O)c1cccc2ccccc12
1% | -10% | 9% | O=C(CSC1CC(=O)N(CCc2ccccc2)C1=O)Nc1ccc(Br)cc1 (stereo not given)
x | -6% | -13% | Nc1c(C(=O)Nc2ccccc2)c2nc3ccccc3nc2n1-c1ccc(O)cc1
4% | 6% | 6% | Cc1nn(C(=O)c2cccnc2)c(C)c1C
4% | -2% | -4% | C/C(CC(=O)Nc1ccc(Cl)cc1Cl)=N\NC(=O)C(=O)NCCO
-3% | 10% | x | C=CCNc1oc(-c2ccc(Cl)cc2)nc1C#N
-4%[21 µM] | x | -5%[12.8 µM] | CC1CCC2C(=O)N3C(CCC(C)[C@@H]3c3ccc(-c4ccco4)cc3)C(=O)N2C1c1cccc(N2CCCC2=O)c1 (stereo not given in full)
x | 5% | -8% | O=C(O)c1ccc2c(c1)OCCOCCOCCOCCOCCO2
3% | 0% | -2% | CCc1cccc(CC)c1C(O)c1cccnc1 (stereo not given)
5% | -1% | -1% | CCOC(=O)C1=C(C)Nc2ccccc2N=C1NC(=O)Cc1ccc(OC)cc1
5% | -15% | -1% | O=C(CC12CC3CC(C1)CC(CC(=O)N1CCCC1)(C3)C2)N1CCCC1
1% | -3% | 9% | Cc1c(Nc2cc(N3CCCC(C)C3)c3nonc3c2[N+](=O)[O-])c(=O)n(-c2ccccc2)n1C (stereo not given)
0% | -3% | -6% | COc1cccc(-c2noc(C3CCCN(C(=O)CC(C)(C)C)C3)n2)c1 (stereo not given)
5% | -13% | x | O=C(Nc1ccc(F)cc1F)C(Cc1ccccc1)N1Cc2ccccc2C1=O (stereo not given)
2% | 4% | -11% | Cc1csc(NC(=O)CSc2nc(=O)[nH]c3c2CCCC3)n1
x | 8% | -18% | COc1ccc(NC(=O)CSCc2ccc(C#N)cc2)c(OC)c1
3% | 44%[activator] | 0% | COC(=O)c1c(C(=O)OC)c(-c2cccc(Cl)c2)n2c1CS(=O)C2 (stereo not given)
10%[21 µM] | x | 26%[12.8 µM] | COC(=O)C/C=C/C(C)C(OCc1cccc(Br)c1)C(C)C(OC)C1CCCCC1 (stereo not given)
4% | -3% | x | COc1ccc(-c2nc3cc(C)ccn3c2NC2CCCCC2)cc1SC1CCCCC1
-2% | x | 11% | CCn1ncc(CNC(=O)c2cccc([N+](=O)[O-])c2)c1C
1% | 0% | 1% | O=C(Nc1cccc(NC(=O)c2cccs2)c1)c1ccco1
1%[56.1 µM] | -4% | 2% | O=C(O)CCn1c(=S)oc2ccccc21
2% | 0% | -7% | CCN1CCN(CCc2nc3cc(NC(=O)COc4ccc(Cl)cc4)ccc3n2C)CC1
1% | -10% | u | COc1cc2nc(N3CCN(C(=O)[C@@H]4CCCO4)CC3)nc(N)c2cc1OC
5% | 0% | 24% | N#C/C(=C\c1cn(-c2ccccc2)nc1-c1cccnc1)c1nnc2n1CCCCC2
3% | -3% | 2% | Cc1ccccc1-c1nc(CS(=O)(=O)CC(=O)N(C)C2CCCCC2)c(C)o1
x | 15% | -10% | COc1cc2c(cc1OC)C(CC(=O)O)N(C(=O)CC1CCCC1)CC2 (stereo not given)
-5% | 4% | 0% | CC(C)(C)C(=O)N1CCC[C@@]1(CO)C(=O)O
-2% | -12% | 0% | CCOc1ccc(N(C)S(=O)(=O)c2ccc(-c3cc(C)no3)s2)cc1
0% | -6% | -13% | Cc1ccc(N(Cc2ccccc2)C(=O)c2cccc(S(=O)(=O)N3CCOCC3)c2)cc1
x | -6% | -19% | CC(C)NC(=O)COCc1cc(-c2ccc3c(c2)OCO3)on1
-3% | -14% | 0% | CNC(=S)NNC(=O)c1ccc(=O)n(Cc2ccc(Cl)cc2Cl)c1
5% | 0% | -9% | CN(C)CCn1c(NC(=O)c2ccc(Cl)cc2)nc2ccccc21

Whole records as entered above:
`CC(C)(C)C(=O)N1CCC[C@@]1(CO)C(=O)O` in the list: TDP1 inh: -5%; FEN1 inh: 4%; N370S GC: 0%
`COc1cc2c(cc1OC)C(CC(=O)O)N(C(=O)CC1CCCC1)CC2` (stereo not given) in the list: TDP1 inh: x; FEN1 inh: 15%; N370S GC: -10%

Shown with values under each structure: part of the list above.
Values in the order: TDP1 inh, FEN1 inh, N370S GC
N#C/C(=C\c1cn(-c2ccccc2)nc1-c1cccnc1)c1nnc2n1CCCCC2
→ 5%, 0%, 24%
CC(C)NC(=O)COCc1cc(-c2ccc3c(c2)OCO3)on1
→ x, -6%, -19%
CN(C)CCn1c(NC(=O)c2ccc(Cl)cc2)nc2ccccc21
→ 5%, 0%, -9%

The listing continues.
TDP1 inh | FEN1 inh | N370S GC | Structure
0% | -8% | -1% | Cc1cc(OCC(O)CN2C(C)CCCC2C)ccc1C(C)C (stereo not given)
35µM* | -20% | 26% | CCCCCc1nnc(NC(=O)Cc2cccs2)s1
8% | -2% | 2% | O=C(O)c1ccccc1C(=O)NNc1ccc(F)cc1
8% | -20% | -9% | Cn1cccc1Cc1nnc(SCC(=O)Nc2ccc(F)cc2)n1-c1ccc(F)cc1
-11% | 2% | -1% | O=C(NC1CCCC1)C(c1cccnc1)N(C(=O)c1csnn1)c1ccccc1Cl (stereo not given)
x | -7% | -4% | Cc1csc(NC(=O)c2ccc3nc[nH]c3c2)n1
9%&1% | -18%&6% | -3%&-8% | O=C1CCN(CCc2ccccc2)CCN1CCSc1ccc(Br)cc1
8% | 5% | x | CC(=O)Nc1c(C)nn(-c2ccccc2)c1N1CCC(C(=O)NCc2cccc(F)c2)CC1
11% | 13% | x | CC(NC(=O)Nc1ccccc1C(F)(F)F)c1c(-n2cccc2)sc2c1CCCC2 (stereo not given)
0% | -21% | -9% | O=C(NC(=S)NCc1cccnc1)c1cccc2ccccc12
4% | -6% | 5% | Cc1ccc(C(=O)CCNc2ccc(Br)cc2)o1
2% | -4% | x | CCOc1ccc(NC(=O)c2sc(-n3nc(C)c(CCC(C)C)c3C)nc2C)cc1
x | -21% | -6% | CCn1c(SCC(=O)N/N=C/C(C)=C/c2ccco2)nnc1-c1ccccc1
-7% | 0% | u | CSc1nc2ncc3c(n2n1)CC1c2ccccc2CCN1C3=O (stereo not given)
2% | -10% | 0% | CCn1c(SCc2ccc(OC)cc2)nnc1-c1ccncc1
3% | -20% | x | CCOc1ccc(-c2nc3c(C#N)c[nH]n3c2NC2CCCC2)cc1
0% | -4% | x | CCCCN1CC(=O)N2[C@H]3c4cc(Br)ccc4OC[C@@H]3[C@H](C(=O)OCC)[C@]2(C)C1=O
x | -8% | -9% | O=C(NCC1CCCO1)c1ccc([N+](=O)[O-])s1 (stereo not given)
7% | 16% | 8% | O=C(CNCC1CCCO1)Nc1ccc(N2CCCCCC2)cc1 (stereo not given)
5%[56.1 µM] | -8% | -9% | Fc1cccc2sc(N3CCOCC3)nc12
7% | 7% | 10% | COc1ccc2[nH]c(=O)c(CNc3ccc(C)c(C)c3)cc2c1
-2% | 12% | 0% | CC(C)(C)NC(=O)/C(=C\C=C\c1ccccc1)NC(=O)c1ccc([N+](=O)[O-])cc1
1% | 4% | 2% | CC(=O)N(CC(=O)Nc1sc(C)c(C)c1C(N)=O)Cc1ccccc1
3% | -13% | x | C[C@@H]1CN([C@@H](C)CO)C(=O)c2cccc(NS(C)(=O)=O)c2O[C@H]1CN(C)Cc1ccc(Oc2ccccc2)cc1
3% | -3% | x | COc1ccc(-c2noc(-c3ccc(NCC4CCCO4)c([N+](=O)[O-])c3)n2)cc1 (stereo not given)
0% | 8% | -26% | OCC1(C2=NOC(O)(C(F)(F)F)C2)CCCCC1 (stereo not given)
10% | -8% | 6% | COc1ccc(C(C)(C)C)cc1S(=O)(=O)n1ccnc1C
x | 9% | 5% | CCC(=O)c1cn(CC(=O)Nc2ccccc2F)c2ccccc12
1% | -5% | x | O=C(CN1C(=O)NC2(CCCc3ccccc32)C1=O)c1ccccc1F (stereo not given)
4%[56.1 µM] | -15% | -1% | Cn1c(SCC(=O)Nc2nccs2)nnc1-c1ccccn1
1% | 0% | x | COc1ccc(NC(=O)COC(=O)c2cc(=O)c3ccccc3o2)cc1OC
x | -3% | -2% | O=C(CN1CCN(S(=O)(=O)c2ccc(Br)cc2)CC1)N/N=C/c1ccncc1
2% | 4% | 13% | CCOC(=O)Nc1sc(=S)n(C)c1C
1% | 0% | x | O=C(COC(=O)C1(c2ccc(F)cc2)CCCC1)NC1CC1
2% | 19% | -2% | O=C(CCNC(=O)C1CCN(S(=O)(=O)c2ccc(F)cc2)CC1)NCc1cccnc1
-2% | 0% | -3% | CSCCC(NS(=O)(=O)c1ccccc1F)C(=O)NCc1ccncc1 (stereo not given)
5% | 3% | 17% | CC(=NC1CC1)C1=C(O)c2ccccc2C1=O
10% | -5% | 3% | Cc1ccc(Cn2c(=N)c(C(=O)NCC3CCCO3)cc3c(=O)n4ccccc4nc32)cc1 (stereo not given)
8% | 12% | u | COCCn1c(=O)[nH]c(=O)c2c1nc(-c1ccc(-c3ccc(Cl)cc3[N+](=O)[O-])o1)n2Cc1ccccc1
0% | -5% | 2% | CCOCCn1c(-c2ccccc2)nc2ccccc21
x | -18% | u | COC(=O)c1ccc2[nH]c3cccc(/C(=C/c4ccccc4)c4ccccc4)c3c2c1
x | 8% | 6% | COc1ccc(C(C(=O)NCc2ccccc2)N(C(=O)c2snc(C(N)=O)c2N)c2ccccc2OC)cc1 (stereo not given)
2% | -15% | -11% | CNC(=O)C(=O)Nc1cc2c3c(c1)CCC(=O)N3CCC2

Outcome played no part in choosing rows; any-hit rate near 0.53%.
